V-ATPase pHluor: yeast V-ATPase proton transport regulation by pHLuorin; response, % at 10 µM; S. cerevisiae, pHLuorin cytosolic pH fluorescence; hit rate 0.37% among 350,000; in the data active = response mostly above about 7.3%, no sharp cut-off; inactive = mostly below about 5.4%; note: actives read high; inactives centre near 0; some compounds called inactive have numbers as strong as hits; reference of the scale not given here
SR-BI DiI inh: mouse SR-BI HDL lipid transfer inhibition; Q61009; AID 488896; ldlA[mSR-BI] CHO cells, DiI-HDL uptake fluorescence, 3 h; inhibition, % at 12.5 µM; hit rate 0.96% among 320,000;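 active = mean replicate inhibition of at least 70% and a set share of replicates each scoring 70 or more; inconclusive = meets just one of the two criteria; inactive = fails both criteria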;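 note: 0% = median of neutral control wells and 100% = median of positive control wells; values of inactives mirror those of a sister screen read the other way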
PvdQ inh: blocks Pseudomonas aeruginosa PvdQ acylase activity; inhibition, % at 10 µM; hit rate 0.063% among 340,000; purified PvdQ acylase, fluorescence plate reader; AID 488965; in the data active = inhibition above about 30%, passing the limit was not always enough; inconclusive = no clear call, values can overlap the other calls;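 note: 0% = vehicle neutral wells and 100% = reference inhibitor wells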
dFosB activator: activators of mouse delta FosB homodimer; P13346; purified delta FosB, TAMRA-CDK5 oligo fluorescence polarization; percent of positive-control signal above neutral wells; activation, % at 25 µM; hit rate 0.99% among 340,000; AID 493131;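 active = mean activation above about 17%, with every replicate also reaching it, limit read from the data, passing the limit was not always enough; inconclusive = only one of the two conditions met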;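 note: fluorescence polarization rise as delta FosB binds a TAMRA Cdk5 AP-1 oligo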
Target sequence (P13346 whole entry, looked up): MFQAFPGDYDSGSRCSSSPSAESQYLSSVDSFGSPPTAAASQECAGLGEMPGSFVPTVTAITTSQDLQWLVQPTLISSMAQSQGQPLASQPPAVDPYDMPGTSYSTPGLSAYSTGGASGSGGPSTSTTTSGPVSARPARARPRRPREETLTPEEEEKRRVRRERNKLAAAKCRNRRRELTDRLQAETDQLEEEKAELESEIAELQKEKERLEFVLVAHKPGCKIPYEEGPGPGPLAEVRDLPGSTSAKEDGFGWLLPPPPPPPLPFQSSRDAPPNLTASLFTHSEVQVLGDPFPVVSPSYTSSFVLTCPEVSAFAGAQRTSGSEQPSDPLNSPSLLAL
MITF TRPM1 HTS: MITF TRPM1 promoter activation in melanoma cells. SK-MEL-5 TRPM1-promoter luciferase, 24 h; % of positive control, neutral wells = 0. activation, % at 12.5 µM. hit rate 0.75% among 300,000;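 active = mean activation of at least 80% with every replicate also reaching 80%; inconclusive = mean reaches 80% but some replicate falls short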;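 note: 0% = neutral control wells and 100% = parthenolide positive control wells; values of inactives mirror those of a sister screen read the other way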
HTR5A ag ctr: activates human HTR5A in OPRM1-OPRD1 agonist counter-screen | HTR5A agonist assay, luminescence, cell-based | hit rate 0.61% among 340,000 | P47898 | AID 504692 | activation, % at 9.3 µM; in the data active = activation mostly above about 9.5%, no sharp cut-off; inactive = mostly below about 7.6%;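 note: 0% = cells with vehicle only and 100% = reference agonist; strong numbers were not always called active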
NSD2 inh: inhibitors of human histone methyltransferase NSD2; inhibition, % at 12.5 µM; hit rate 0.54% among 310,000; O96028; NSD2 peptide methylation, AlphaScreen, 120 min; AID 743445; in the data active = inhibition above about 50%
CDK5 p35 inh: blocks human CDK5/p35 kinase activity. Recombinant CDK5/p35, ADP-Glo luminescence, 60 min. hit rate 0.01% among 330,000. AID 488839. inhibition, % at 10 µM;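 active = highest replicate inhibition of at least 50% and at least 75% of replicates reaching 50%; inconclusive = only one of the two criteria met; inactive = both criteria failed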;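 note: plate controls were DMSO neutral control for no effect and GW8510 at 10 µM for full effect; many of its hits are not listed in these tables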
Target sequence (Q00535 whole entry, looked up): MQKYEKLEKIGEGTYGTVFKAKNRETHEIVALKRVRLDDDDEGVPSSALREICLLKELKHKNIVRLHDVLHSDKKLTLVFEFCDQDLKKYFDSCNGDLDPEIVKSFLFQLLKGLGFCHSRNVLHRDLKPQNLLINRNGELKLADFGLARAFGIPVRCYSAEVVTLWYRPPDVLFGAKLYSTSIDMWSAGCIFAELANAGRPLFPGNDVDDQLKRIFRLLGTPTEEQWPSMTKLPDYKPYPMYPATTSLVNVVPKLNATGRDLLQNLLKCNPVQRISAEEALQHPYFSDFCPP
Target sequence (Q15078 whole entry, looked up): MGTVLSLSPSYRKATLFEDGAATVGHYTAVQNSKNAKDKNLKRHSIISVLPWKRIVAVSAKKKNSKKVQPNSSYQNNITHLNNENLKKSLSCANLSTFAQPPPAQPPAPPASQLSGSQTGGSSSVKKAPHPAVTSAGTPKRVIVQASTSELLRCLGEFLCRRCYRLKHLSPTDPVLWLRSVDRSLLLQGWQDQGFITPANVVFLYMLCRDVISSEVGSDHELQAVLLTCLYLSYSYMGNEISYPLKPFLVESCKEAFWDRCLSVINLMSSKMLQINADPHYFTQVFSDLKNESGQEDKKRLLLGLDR
Wnt act: activators of Wnt/beta-catenin signaling; Wnt/beta-catenin reporter cell assay, activator, plate reader; activation, % at 9.35 µM; hit rate 1.2% among 300,000; AID 743398; in the data active = activation above about 30%, passing the limit was not always enough; inconclusive = no clear call, values can overlap the other calls;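 note: 0% = neutral control wells and 100% = positive control wells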
HTR5A inv ag: inverse agonist of human HTR5A in OPRM1-OPRD1 counter-screen; P47898; HTR5A cell line, luminescence, inverse agonism; inhibition, % at 9.3 µM; hit rate 0.083% among 340,000; AID 504634; in the data active = inhibition mostly above about 23%, no sharp cut-off; inactive = mostly below about 18%;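 note: 0% = cells with DMSO and 100% = no-cell wells with DMSO; some compounds called inactive have numbers as strong as hits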
* hit, by the source's call; ? = inconclusive; nt = no result given.

SMILES	V-ATPase pHluor	SR-BI DiI inh	PvdQ inh	dFosB activator	MITF TRPM1 HTS	HTR5A ag ctr	NSD2 inh	CDK5 p35 inh	Wnt act	HTR5A inv ag
O=C(NNC(=O)C1CCN(c2ncccn2)CC1)c1ccccc1	0	6	-3	4	11	2	-1	-0.1	0	-5
CC1CCCCN1C(=O)CNCc1ccc(F)cc1 (stereo not drawn)	-3	-1	-2	-2	47	-2	2	-0.4	4	6
CC(C)N1CCC(N2CCN(Cc3ccc4nsnc4c3)CC2CCO)CC1 (stereo not drawn)	3	-31	-13	0	2	9	4	-0.7	0	-13
C=CCN1C=C2C(=O)C(C)(OC(=O)C3CCCC3)C(=O)C(c3ccccc3)=C2C=C1CCCC(=O)OC (stereo not drawn)	-4	5	-18	-6	4	12*	nt	-0.8	2	22
Clc1ccc(CNc2ccccc2NCc2ccc(Cl)nc2)cn1	4	-6	0	-6	4	0	20	-10	0	21
COCCNS(=O)(=O)c1cc(OC)c(C)cc1C	0	-16	-4	1	0	-6	4	1.2	-1	6
O=C(NCc1nnc(SCC(=O)N2CCN(c3ccccc3)CC2)o1)c1ccccc1	-1	13	-15	-2	-10	4	1	-1.0	1	3
CCC(C)NC(=O)c1ccc(-n2c(=S)[nH]c3ccccc3c2=O)cc1 (stereo not drawn)	1	20	-2	-4	16	-1	2	-1.8	-1	3
Cc1ccc(-n2c(=O)cc(NCc3cccnc3)[nH]c2=O)cc1	4	-15	-6	-8	-4	0	-2	2.1	nt	0
CN(C)C(=O)c1ccc(NC(=O)CSc2nc3ccccc3[nH]2)cc1	2	3	-1	-1	-5	3	-1	-0.4	-1	-9
CCO[C@H]1OC(C(=O)N2CCN(C)CC2)=C[C@@H](c2csc3ccccc23)[C@@H]1CCCO	2	-29	-12	-1	-4	6	nt	0.8	0	-17
COc1ccccc1C/C(N)=N/OC(=O)COc1cccc(C)c1C	-1	15	6	-5	-9	-1	-9	0.4	-1	2
CCOc1ccc(S(=O)(=O)N(CC)CC(=O)NCc2cccnc2)cc1C	5	nt	-5	-2	nt	2	-5	-0.3	-1	-5
COc1ccc(Cl)cc1NC(=O)CSc1nnc(-c2ccco2)o1	-1	9	-3	-18	-2	-3	0	0.0	0	-12
COc1cccc(/C=C2\SC(N)=NC2=O)c1OS(=O)(=O)c1ccccc1	-1	-9	5	-1	5	1	0	2.3	nt	-4
CC12CCC(C(=NO)C1=NO)C2(C)C (stereo not drawn)	0	3	-19	2	-12	1	-2	0.7	1	-6
O=c1[nH]c(/C=C/c2cccc3ccccc23)nc2ccccc12	-6	4	-11	25*	29	4	6	0.1	2	-19
CCc1ccc(CN(C)C(=O)c2cc(COc3cccc(C(F)(F)F)c3)on2)nc1	2	-11	-1	-27	7	0	-2	-1.8	5	-27
FC(F)(F)c1nnc2c(Sc3ccccn3)nc3ccccc3n12	1	-17	-2	-8	-44	-5	2	-0.6	28	2
Cc1cccc(N(CC(=O)N2CCCC2)S(=O)(=O)c2ccccc2)c1C	-3	16	-9	-11	1	0	-1	-1.2	nt	12
Cc1c(Br)c([N+](=O)[O-])nn1C(C)C(=O)N1CCc2ccccc2C1 (stereo not drawn)	1	-32	-2	-8	3	-6	0	-2.3	-2	16
O=C1c2ccccc2C(=O)N1Cc1nc2ccccc2c(=O)n1CCCN1CCOCC1	0	-24	-2	-6	nt	7	6	-5.8	nt	-19
Cc1cccc(NC(=S)N/N=C/c2cccc(O)c2)c1C	0	28	-2	-11	-43	-3	0	-1.3	-13	18
CC(C)(C)NS(=O)(=O)c1ccc(OCC(=O)NCCC2=CCCCC2)cc1	2	27	8	-8	nt	6	-1	0.6	nt	-17
O=C(COc1cccc(F)c1)Nc1nc(-c2ccncc2)cs1	-1	10	-10	-7	23	7	1	0.9	0	-20
CC(=O)c1ccc(N2CCN(C(=O)CCC(=O)c3cccs3)CC2)cc1	5	10	-5	5	-9	0	-6	-4.7	-1	0
O=C(CN1C(=O)COc2ccccc21)Nc1ccc2c(c1)OCCO2	5	-13	-12	-3	26	-4	-3	-0.7	nt	-9
C#CCOCCOCCOCCNc1nc(N2CCN(C(=O)[C@H]([C@@H](C)CC)n3cc(CCCN=C(N)N)nn3)CC2)nc(N2CCN(C(=O)[C@H](CCCCN)n3cc(CC(C)O)nn3)CC2)n1 (stereo partly drawn)	0	-14	-12	-13	-1	-2	nt	-0.3	-2	-11
CCc1ccc2c(CC(=O)NNC(=O)c3ccncc3)coc2c1	1	-11	-13	-5	5	2	-1	-1.5	-2	-6
CC1=CC(=C(C#N)C#N)c2ccccc2N1C	1	-9	-4	2	7	5	2	-1.0	0	-15

A second format for 2 compounds above:
| SMILES | V-ATPase pHluor | SR-BI DiI inh | PvdQ inh | dFosB activator | MITF TRPM1 HTS | HTR5A ag ctr | NSD2 inh | CDK5 p35 inh | Wnt act | HTR5A inv ag |
| --- | --- | --- | --- | --- | --- | --- | --- | --- | --- | --- |
| O=C1c2ccccc2C(=O)N1Cc1nc2ccccc2c(=O)n1CCCN1CCOCC1 | 0 | -24 | -2 | -6 | nt | 7 | 6 | -5.8 | nt | -19 |
| Cc1cccc(NC(=S)N/N=C/c2cccc(O)c2)c1C | 0 | 28 | -2 | -11 | -43 | -3 | 0 | -1.3 | -13 | 18 |

Going on with the list.
SMILES	V-ATPase pHluor	SR-BI DiI inh	PvdQ inh	dFosB activator	MITF TRPM1 HTS	HTR5A ag ctr	NSD2 inh	CDK5 p35 inh	Wnt act	HTR5A inv ag
Cc1cc(=O)cc(C)n1-c1ccc(Cl)cc1	2	-8	6	0	-5	-5	-2	-0.7	-1	-46
C#CCNC(=O)c1cccn1-c1ncc(C(F)(F)F)cc1Cl	2	-33	-8	1	6	0	29	0.4	1	0
O=C(COC(=O)[C@H](Cc1ccccc1)NS(=O)(=O)c1ccccc1F)NC1CCCCC1	2	-16	-11	-9	-8	2	0	1.7	nt	18
CC(=O)Oc1ccc(/C=C2/C(=O)N(c3ccccc3)N=C2C)cc1	-1	-6	-17	-7	2	-3	1	0.3	0	11
CCOC(=O)COc1c(C(=O)OC)sc2ncccc12	-3	15	9	-2	-6	2	-1	0.7	-2	-4
COc1cc(NC(=O)CSc2nccc(C)n2)c(C(=O)O)cc1OC	1	4	-6	-2	nt	-2	0	-0.1	nt	3
COc1ccccc1C1c2ccc3ccccc3c2Oc2ncn(CCCO)c(=N)c21 (stereo not drawn)	-2	-15	-6	-21	-61	0	2	1.4	nt	1
O=C(NCCCN1CCCC1=O)c1ccc(NS(=O)(=O)c2ccccc2)cc1	4	-24	-11	6	-4	-4	-2	-0.1	-1	-15
O=[N+]([O-])CC1(n2nc3ccccc3n2)CCCCC1	2	0	-13	1	-1	4	nt	0.6	nt	-12
NC(=S)Nc1cccc2[nH]ncc12	-3	-13	-12	2	15	-5	-2	0.2	-1	12
CC(Sc1nnc(-c2ccccc2F)n1C1CC1)C(=O)N1CCCC1 (stereo not drawn)	-4	-9	-4	5	4	-2	-1	-1.8	-2	5
Cn1cc(C(=O)c2cccc(Cl)c2)cc1C#N	-4	16	13	-2	0	3	-2	-0.9	-1	-8
CCCCNC(=O)c1onc(CSc2ccc(OC)cc2)c1C(=O)O	5	12	-8	-8	9	2	nt	-0.4	0	-5
CCOC(=O)c1ccc(NC(=O)c2n[nH]c(=O)c3ccccc23)cc1	0	6	5	6	55	-1	-2	-0.4	0	4
O=C(CO/N=C/c1ccc(OC(F)F)cc1)NCc1ccco1	2	-9	13	-11	0	3	0	-1.2	-1	-6
O=C(NNc1cccc(Cl)n1)Nc1ccc(F)cc1	0	-27	1	2	8	6	-4	0.9	-1	-16
CCOc1ccc(C(=O)N2CCN(S(=O)(=O)c3ccc4c(c3)OCCO4)CC2)cc1OCC	0	-3	-19	-16	1	-2	18	-2.0	0	7
CCOc1ccc(-n2c(SCC(N)=O)nnc2-c2cccnc2)cc1	4	-9	-18	2	-1	-9	19	-2.8	1	22
CCn1c(=O)c(C(=O)CN2CCN(S(=O)(=O)c3ccc(C)cc3C)CC2)c(N)n(Cc2ccccc2)c1=O	-5	-20	20	?	-12	5	-2	2.4	-11	-19
CC(=O)c1cccc(NC(=O)C2CCCN2S(=O)(=O)c2cccc3cccnc23)c1 (stereo not drawn)	9	1	-4	-4	-1	9	nt	2.8	-1	-26
O=C(CCS(=O)(=O)c1ccc(Br)cc1)N1CCCCCC1	-3	-5	2	-4	-17	3	10	-2.1	1	-12
C#CCOc1ccc(/C=N/NC(=O)c2cccnc2)cc1OCC	-1	-22	-7	-8	-2	2	0	-0.5	1	-21
O=C1CC(c2ccccc2)Cc2nc3ncnn3cc21 (stereo not drawn)	-3	-3	-14	-10	0	4	-1	-0.2	-3	-10
COc1ccc(C(=O)Nc2ccc(S(=O)(=O)NC(C)=O)cc2)cc1[N+](=O)[O-]	0	32	-10	-10	5	-6	0	1.3	-1	14
CC[C@]12c3[nH]c4ccc(Cl)cc4c3CCN1C(=O)[C@@H](CC(=O)NCCC1=CCCCC1)C[C@@H]2C(=O)N1CCN(C(=O)C2CC2)CC1	1	11	-1	-15	4	1	nt	-5.1	1	-3
CCC(=O)NCCc1nc2ccccc2n1Cc1ccccc1	0	nt	-1	-1	5	6	0	0.8	nt	-34
COc1ccccc1CCN=C(N)NS(=O)(=O)c1cc(F)ccc1F	-2	-23	-10	-13	10	3	-4	-0.1	-2	3
Cc1ccc(/C=C2\SC(=S)N(CCC(=O)NCCCN3CCOCC3)C2=O)cc1	4	nt	-6	1	-5	-1	8	-0.4	-1	3
COc1ccccc1/C=N/OCc1cc(C(C)=O)ccc1OC	-1	nt	-13	-15	15	-5	-1	-1.1	-1	19
Nc1ccc(/C=C/c2ccc3ncccc3c2)cc1	2	-7	-8	2	-9	0	-1	-2.5	?	0
CC1CCN(S(=O)(=O)N2CCC(C(=O)NCc3cccs3)CC2)CC1	10	-4	14	-2	-1	0	-6	0.8	0	0
CCCS(=O)(=O)c1c(S(=O)(=O)CCC)c2cnccn2c1C(=O)c1ccc(F)cc1	1	-4	3	0	0	3	-1	0.5	2	-6
Cc1ccc(N(C(=O)Cn2nnc(-c3ccc(C)o3)n2)C(C(=O)NC2CCCC2)c2ccncc2)cc1 (stereo not drawn)	4	nt	-16	-3	nt	10	-3	1.4	-5	-31
O=C(CC1SC(N2CCCCC2)=NC1=O)Nc1ccc(C(=O)NCc2ccccc2)cc1 (stereo not drawn)	1	-11	-16	-4	-1	3	0	0.8	-3	-11
CCOc1ccc(CCNC(=O)C2CCN(c3nn4c(=O)cc(C)nc4s3)CC2)cc1OCC	7	72*	-8	-5	-6	12	-1	-1.0	-2	-28
COc1ccccc1Nc1ncc(C(=O)N2CCN(Cc3ccc(OC)c(OC)c3OC)CC2)c2ccccc12	-2	66	3	-9	-8	5	-6	0.6	-2	-15
Nc1nnnn1/N=C/c1ccccc1C(F)(F)F	5	1	-9	-2	3	1	1	0.1	nt	4
Cc1ccc(C(=O)NC(=S)Nc2ccc(NC(=O)c3cccs3)cc2)cc1[N+](=O)[O-]	2	48	17	0	-31	2	-2	1.1	4	-30
OCCC1CN(Cc2cccc3c2OCO3)CCN1Cc1ccccc1 (stereo not drawn)	0	-7	0	-1	3	-2	0	1.5	-3	5
COc1ccc(Cl)cc1NC(=O)CCCNC(=O)c1ccc(Cl)cc1	0	18	-8	-8	-5	-2	-1	0.2	-1	8
CC1CCCC(C)N1C(=O)Cn1c(SCC(=O)NCc2ccc3c(c2)OCO3)nc2ccccc21 (stereo not drawn)	-2	21	-3	-13	4	nt	0	-1.3	nt	nt

Compound activity from PubChem BioAssay.
